FN deposit inh = fibronectin deposition inhibition; AH1F fibroblasts, Alexa488-fibronectin deposition fluorescence, overnight; inhibition, % at 12.6 µM; actives 0.086% (n = 350,000); AID 743247;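 active = mean inhibition across replicates of 30% or more, regardless of how many single replicates reach that level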;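 note: positive control wells lacked labelled fibronectin entirely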
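test system = AH1F fibroblasts assembling fluorescent fibronectin matrix | quantity = 10000 AH1F cells per well | buffer or medium = DMEM plus 2% serum, read in PBS | doses = single dose, pinned | incubation = 1 h cell attachment, overnight exposure to compound and label | detection = fluorescence at 485 nm excitation, 525 nm emission | read-out basis = inhibition from reduced deposited-fibronectin fluorescence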
S100A4 MyoIIA = inhibitors of human S100A4 binding to myosin IIA peptide | S100A4/TAMRA-MyoIIA peptide fluorescence polarization | actives 0.14% (n = 360,000) | P26447 | AID 652163 | inhibition, % at 10.7 µM;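 active = mean inhibition of at least 70% across replicates, with every replicate also reaching that level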
Target sequence (P26447 whole entry, looked up): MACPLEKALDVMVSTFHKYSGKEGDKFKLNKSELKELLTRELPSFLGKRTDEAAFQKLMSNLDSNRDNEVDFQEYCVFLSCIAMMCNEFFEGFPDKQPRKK
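Test system: S100A4 monomer protein; Medium: HEPES pH 7.2 with CaCl2, KCl, NaCl, DTT, Triton; Probe or stimulus: TAMRA-labelled myosin IIA heavy-chain peptide probe, 5 nM; Doses: one dose per compound; Times: polarization read 5 min after assay mix addition, stable 5–60 min; Benchmarks: neutral control DMSO, positive control TFP.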
PGC1a acetyl inh = PGC1a acetylation modulation, inhibitor mode. U2OS PGC1a acetylation, AlphaScreen anti-acetyl-lysine; with virally co-expressed GCN5 acetyltransferase. inhibition, % at 15.6 µM. actives 0.17% (n = 350,000);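 active = every replicate shows inhibition of at least 40%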;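 note: 0% = neutral control wells and 100% = positive control wells; some results beyond the cut were filed as inactive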
EWS-Fli inh = inhibitors of EWS/Fli oncoprotein transcriptional activity; A673 NR0B1-luciferase reporter, viability-normalised; inhibition, % at 12.6 µM; actives 0.67% (n = 350,000); AID 651661;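 active = mean inhibition of at least 50% after viability correction, with every replicate also passing that limit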;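 note: firefly luciferase signal divided by Alamar Blue viability fluorescence both relative to DMSO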
PglD inh = PglD (C. jejuni) enzyme inhibition. purified PglD enzyme, DTNB colorimetric CoA detection. inhibition, % at 12.5 µM. actives 0.098% (n = 360,000); in the data active = inhibition above about 16%, passing the limit was not always enough; note: strong numbers were not always called active
PAX8 inh HTS = PAX8 transcriptional activity inhibition; RMG-I TPO-luciferase reporter, SteadyGlo, 24 h; inhibition, % at 12.6 µM; actives 1.2% (n = 360,000); AID 652154;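 active = mean replicate inhibition at least 60% with every replicate also reaching 60%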;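 note: luciferase light reporting Pax8 driven TPO promoter activity; plate controls were median of neutral control wells for no effect and mitoxantrone controls for full effect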
LGR2 antag = blocks bursicon-induced cAMP signaling via Drosophila LGR2; actives 0.35% (n = 380,000); inhibition, % at 9.99 µM; HEK293 LGR2, CRE-luciferase, bursicon-stimulated, 4 h;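 active = drop in luminescence signal, shown as inhibition above about 50% in the replicate tests, limit read from the data, passing the limit was not always enough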;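 note: agonist challenge used bursicon conditioned medium at about half maximal strength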
ERAP1 HTS inh = blocks human ERAP1 aminopeptidase activity | Q9NZ08 | recombinant ERAP1, Leu-AMC fluorescence, 60 min | inhibition, % at 10.7 µM | actives 0.15% (n = 340,000);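 active = mean replicate inhibition of at least 30%, or all replicates individually reaching that 30% level; inactive = mean below 30% and not every replicate reaching it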;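 note: 0% = neutral control wells and 100% = L-leucinethiol positive control wells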
Target sequence (Q9NZ08 whole entry, looked up): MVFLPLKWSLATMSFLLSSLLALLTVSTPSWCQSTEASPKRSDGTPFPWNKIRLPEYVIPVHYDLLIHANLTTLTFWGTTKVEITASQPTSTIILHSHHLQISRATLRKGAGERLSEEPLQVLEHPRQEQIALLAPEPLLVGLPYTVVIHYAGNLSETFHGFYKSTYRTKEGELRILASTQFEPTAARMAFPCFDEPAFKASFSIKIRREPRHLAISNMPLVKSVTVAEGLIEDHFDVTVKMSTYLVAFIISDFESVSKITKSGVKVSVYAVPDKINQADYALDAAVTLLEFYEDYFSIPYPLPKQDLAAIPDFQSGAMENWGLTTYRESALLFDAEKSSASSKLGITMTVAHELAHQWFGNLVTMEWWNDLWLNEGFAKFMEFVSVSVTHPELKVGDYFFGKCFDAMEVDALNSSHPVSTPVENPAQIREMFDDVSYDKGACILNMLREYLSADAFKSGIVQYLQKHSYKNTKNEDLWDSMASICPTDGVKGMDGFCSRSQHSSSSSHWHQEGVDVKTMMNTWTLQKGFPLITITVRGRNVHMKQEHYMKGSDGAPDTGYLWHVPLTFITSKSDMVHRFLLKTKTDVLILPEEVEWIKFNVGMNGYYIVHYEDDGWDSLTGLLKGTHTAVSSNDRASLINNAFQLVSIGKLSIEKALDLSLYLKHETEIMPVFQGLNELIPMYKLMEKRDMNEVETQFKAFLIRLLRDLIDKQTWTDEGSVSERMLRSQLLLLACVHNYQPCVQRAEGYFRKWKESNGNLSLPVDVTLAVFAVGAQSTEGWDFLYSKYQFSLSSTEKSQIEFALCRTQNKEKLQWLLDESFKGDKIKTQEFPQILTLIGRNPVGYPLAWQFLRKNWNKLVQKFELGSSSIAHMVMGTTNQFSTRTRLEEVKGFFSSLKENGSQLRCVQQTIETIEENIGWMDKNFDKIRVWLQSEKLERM
Starred values were filed as active, the others as inactive; / = no result given.

SMILES	FN deposit inh	S100A4 MyoIIA	PGC1a acetyl inh	EWS-Fli inh	PglD inh	PAX8 inh HTS	LGR2 antag	ERAP1 HTS inh
C[C@@H]1CN([C@@H](C)CO)C(=O)c2cc(Br)cnc2O[C@@H]1CN(C)Cc1ccc(C(=O)O)cc1	-9	-6	0	-6	1	/	19	-2
CCCNC(=O)[C@H]1[C@H](CO)[C@H]2Cn3c(ccc(C4=CCCC4)c3=O)[C@H]2N1Cc1ccccc1	/	-5	/	0	0	-2	3	1
O=C(O)C[C@@H]1C[C@H]2c3cc(NC(=O)CC4CC4)ccc3O[C@H]2[C@@H](CO)O1	-3	-9	0	3	-5	-2	-7	0
CC(C)(C)c1ccc(C(=O)NC(=S)NCc2ccco2)cc1	2	-5	/	/	3	-62	-17	-4
CC(C)CCC1(C)NC(=O)N(CC(=O)c2ccc[nH]2)C1=O (stereo not given)	-6	-2	-4	3	2	13	1	1
CO[C@@H]1CN(C)C(=O)c2ccc(NC(=O)C3CC3)cc2OC[C@H](C)N(C)C[C@H]1C	-10	7	11	9	-2	-7	1	-5
CCS(=O)(=O)N1CCCCN2[C@@H](CO)[C@H](c3ccc(C#Cc4ccccc4OC)cc3)[C@@H]2C1	/	-11	-3	/	-1	1	-17	-2
COC(=O)C1=C(C)N(Cc2cccc(C(F)(F)F)c2)C(=NCc2ccc3c(c2)OCO3)NC1c1ccc(Cl)cc1 (stereo not given)	14	5	/	27	/	25	-2	-1
CCC(=O)Nc1ccc2c(c1)C(=O)N(C)[C@@H]1CC[C@@H](CC(=O)NCc3ccc(OC)cc3)O[C@H]1CO2	-19	-2	-4	-2	-1	2	13	0
O=C1NC[C@H](CCCCN2C[C@H](Cc3ccccc3)N(Cc3ccccc3)C(=O)C2=O)N(CCc2ccccc2)C1=O	1	6	/	-3	/	-2	-4	/
COc1ccc(/C=N\NC(=O)c2cc(O)c(O)c(O)c2)cc1CN1CCN(c2ccc(F)cc2)CC1	2	/	14	/	2	8	-10	/
O=C(C=C=Nc1ccccc1)C(=O)N=C=Cc1ccccc1	8	-1	-27	7	-1	80*	21	/
Cc1ccc(C(=O)N/C(=C\c2ccc(F)cc2)C(=O)NCCN2CCOCC2)cc1	-7	-5	-4	8	1	18	6	-3
CCc1ccccc1NC(=O)NCCN1CCCCC1	1	-7	/	3	-6	11	11	-2
CNC[C@@H]1Oc2c(NC(=O)c3cc(C)nn3C)cccc2C(=O)N([C@H](C)CO)C[C@@H]1C	/	1	3	-7	-5	5	-4	1

Some values from above.
Cc1ccc(C(=O)N/C(=C\c2ccc(F)cc2)C(=O)NCCN2CCOCC2)cc1 in LGR2 antag: 6
COC(=O)C1=C(C)N(Cc2cccc(C(F)(F)F)c2)C(=NCc2ccc3c(c2)OCO3)NC1c1ccc(Cl)cc1 (stereo not given) in ERAP1 HTS inh: -1
CNC[C@@H]1Oc2c(NC(=O)c3cc(C)nn3C)cccc2C(=O)N([C@H](C)CO)C[C@@H]1C in S100A4 MyoIIA: 1

Whole records, looked up by structure. Order of values: FN deposit inh	S100A4 MyoIIA	PGC1a acetyl inh	EWS-Fli inh	PglD inh	PAX8 inh HTS	LGR2 antag	ERAP1 HTS inh
O=C(O)C[C@@H]1C[C@H]2c3cc(NC(=O)CC4CC4)ccc3O[C@H]2[C@@H](CO)O1 reads -3	-9	0	3	-5	-2	-7	0
CC(C)(C)c1ccc(C(=O)NC(=S)NCc2ccco2)cc1 reads 2	-5	/	/	3	-62	-17	-4
CC(C)CCC1(C)NC(=O)N(CC(=O)c2ccc[nH]2)C1=O (stereo not given) reads -6	-2	-4	3	2	13	1	1
O=C1NC[C@H](CCCCN2C[C@H](Cc3ccccc3)N(Cc3ccccc3)C(=O)C2=O)N(CCc2ccccc2)C1=O reads 1	6	/	-3	/	-2	-4	/
Cc1ccc(C(=O)N/C(=C\c2ccc(F)cc2)C(=O)NCCN2CCOCC2)cc1 reads -7	-5	-4	8	1	18	6	-3

The list goes on.
SMILES	FN deposit inh	S100A4 MyoIIA	PGC1a acetyl inh	EWS-Fli inh	PglD inh	PAX8 inh HTS	LGR2 antag	ERAP1 HTS inh
Cc1noc(C)c1COC(=O)c1csc2c1CCCC2	11	-1	16	-3	-4	/	4	-1
C[C@@H]1CCCCO[C@@H](CN(C)C(=O)Cc2ccccc2)[C@H](C)CN([C@@H](C)CO)C(=O)c2cc(NC(=O)Nc3ccc(C(F)(F)F)cc3)ccc2O1	/	42	/	4	-5	71*	10	0
Cc1cc(NC(=O)CSc2cn(CCNC(=O)c3ccc(F)cc3)c3ccccc23)no1	-3	/	-9	/	0	-79	/	/
c1ccc(OCC2CCNCC2)nc1	-4	-4	0	6	1	4	-3	2
CCCCn1c(N)c(N(CCOC)C(=O)COC(=O)COc2c(C)cccc2C)c(=O)[nH]c1=O	8	3	/	4	/	7	14	5
CC(=O)Nc1ccc(N2C(=O)CSC2c2cccc([N+](=O)[O-])c2)cc1 (stereo not given)	4	3	0	6	/	10	-6	-3
COC(=O)C[C@H]1CC[C@@H]2[C@H](COc3ccc(NC(=O)c4cscn4)cc3C(=O)N2C)O1	-2	14	3	0	3	-10	1	-1
COc1ccc(NC(=O)CNC(=O)c2nn(-c3ccc(OC)c(Cl)c3)c(=O)c3ccccc23)c(OC)c1	-8	10	/	/	-4	52	-24	0
COc1ccc(N2C(=O)c3n[nH]c(C(C)C)c3C2c2ccc(C)cc2)cc1 (stereo not given)	1	36	/	-31	/	-29	-15	3
COc1ccc(S(=O)(=O)N(C)c2ccc(C(=O)N3CCCC3)cc2)cc1	-5	2	/	-1	/	7	-8	-1
Cc1cc(C)n(-c2ccc(C(=O)OCC(=O)Nc3cc(Cl)ccc3[N+](=O)[O-])cc2)n1	2	/	1	/	-5	18	-1	/
O=C(C[C@H]1CC[C@@H]2[C@H](COC[C@@H](O)CN2Cc2ccc3c(c2)OCO3)O1)Nc1ccccc1	6	-3	-7	32	1	23	-1	0
O=C(CN1C(=O)NC(c2ccccc2)(c2ccccc2)C1=O)N1CCOCC1	-1	-2	-2	-1	2	1	-6	5
O=C(C[C@H]1C[C@H]2c3cc(NC(=O)Nc4ccccc4F)ccc3O[C@H]2[C@H](CO)O1)NCc1ccc(Oc2ccccc2)cc1	-25	-5	33	0	-1	12	-5	2
CNC[C@@H]1Oc2ccc(NS(=O)(=O)c3ccccc3)cc2CC(=O)N([C@H](C)CO)C[C@@H]1C	/	-3	5	/	-3	0	-23	1

An excerpt from above in order of their number in LGR2 antag, low to high.
| smiles | S100A4 MyoIIA | PGC1a acetyl inh | PglD inh | LGR2 antag | ERAP1 HTS inh |
| --- | --- | --- | --- | --- | --- |
| COc1ccc(N2C(=O)c3n[nH]c(C(C)C)c3C2c2ccc(C)cc2)cc1 (stereo not given) | 36 | / | / | -15 | 3 |
| c1ccc(OCC2CCNCC2)nc1 | -4 | 0 | 1 | -3 | 2 |
| O=C(C[C@H]1CC[C@@H]2[C@H](COC[C@@H](O)CN2Cc2ccc3c(c2)OCO3)O1)Nc1ccccc1 | -3 | -7 | 1 | -1 | 0 |
| COC(=O)C[C@H]1CC[C@@H]2[C@H](COc3ccc(NC(=O)c4cscn4)cc3C(=O)N2C)O1 | 14 | 3 | 3 | 1 | -1 |

(more compounds)
SMILES	FN deposit inh	S100A4 MyoIIA	PGC1a acetyl inh	EWS-Fli inh	PglD inh	PAX8 inh HTS	LGR2 antag	ERAP1 HTS inh
CC(C)NC(=O)[C@@H]1CSC2c3ccccc3C(=O)N21 (stereo not given in full)	-9	-1	-7	4	-7	15	19	2
CCOc1ccc(C(=O)NNC(=O)c2cc(C)oc2C)cc1	6	-1	/	4	/	/	1	2
CCN(CC(=O)Nc1cc(S(=O)(=O)N2CCCCC2)ccc1C)Cc1ccccc1	-5	-3	-6	18	-2	21	0	-5
COc1ccc(CNS(=O)(=O)CCNCCc2ccccc2)cc1	-5	-3	15	-14	-3	-22	-8	0
C[C@@H]1CN([C@@H](C)CO)C(=O)c2cc(-c3cncnc3)cnc2O[C@H]1CN(C)C(=O)Cc1ccccn1	-3	3	17	10	4	/	-6	-2
CCN(CC)CCOC(=O)c1ccc(NC(=O)CNC(=O)c2ccccc2)cc1	-2	2	-5	9	/	-4	13	-1
COc1cccc(S(=O)(=O)Nc2ccc3c(c2)C(=O)N(C)[C@@H]2CC[C@@H](CC(=O)NCC4CCCCC4)O[C@H]2CO3)c1	1	-3	-1	-7	-1	2	5	-1
COc1ccc(C)cc1S(=O)(=O)N(CC(=O)NCc1ccc(Cl)cc1)Cc1ccccc1	6	/	-3	/	6	/	17	/
CCOc1ccc(Cc2c(Cl)nc(SC)nc2OC)cc1	5	/	3	/	-4	-20	/	/
CCCN(C)C[C@@H]1Oc2cc(-c3ccccc3C)ccc2S(=O)(=O)N([C@@H](C)CO)C[C@H]1C	3	/	-1	-2	/	-28	8	/
O=C(Nc1cccc(F)c1)NC1(C(=O)NCC2CCCO2)CCCCC1 (stereo not given)	-12	-5	/	-2	-1	-16	8	-18
O=C(CSc1nnc(C2CC2)n1C1CC1)Nc1cccc(Br)c1	0	0	-7	-10	-2	-7	-22	-1
Cc1ccc(N=Nc2c(C)[nH]n(-c3ccccc3)c2=O)cc1	-1	-4	/	11	/	18	-63	-2
COc1ccc2c3c(n(C)c2c1)[C@H](CO)N(C(=O)C1CCCC1)CC31CCN(C(=O)CC2CC2)CC1	/	5	-1	9	/	16	-20	-1
Cc1ccc(S(=O)(=O)N2CCN(CCc3ccncc3)CC2)cc1	/	1	5	6	-7	3	-8	-7

The closing 2 records of the part above come first, to join the parts.
SMILES	FN deposit inh	S100A4 MyoIIA	PGC1a acetyl inh	EWS-Fli inh	PglD inh	PAX8 inh HTS	LGR2 antag	ERAP1 HTS inh
COc1ccc2c3c(n(C)c2c1)[C@H](CO)N(C(=O)C1CCCC1)CC31CCN(C(=O)CC2CC2)CC1	/	5	-1	9	/	16	-20	-1
Cc1ccc(S(=O)(=O)N2CCN(CCc3ccncc3)CC2)cc1	/	1	5	6	-7	3	-8	-7
Cc1nn(-c2nc3ccccc3s2)c(N)c1-c1ccccc1	/	-2	-6	-93	1	/	-52	-4
Cc1nc2c([N+](=O)[O-])c(C)c(C)cc2[nH]1	-16	0	-5	3	/	11	-6	-3
C[C@@H]1CCCCO[C@H](CN(C)Cc2ccc(Cl)c(Cl)c2)[C@@H](C)CN([C@H](C)CO)C(=O)c2cc(NC(=O)CCCCCC(=O)Nc3ccccc3N)ccc2O1	-7	9	9	9	/	73*	4	-1
CN1CCN(C(=O)[C@@H]2[C@@H](CO)[C@@H]3Cn4c(ccc(C5=CCCC5)c4=O)[C@@H]3N2Cc2nccs2)CC1	/	24	/	-8	-2	-15	-1	0
O=C1CN(S(=O)(=O)Cc2ccccc2)C[C@H]2[C@H](c3ccc(C#Cc4cccc(F)c4)cc3)[C@@H](CO)N12	/	3	-23	/	/	/	20	1
Cn1nnc2cc(C(=O)Nc3ccc(Cl)cc3)ccc21	/	0	/	-72	/	-90	-26	1
CCN1CCN(CCOc2ccccc2-c2ccccc2)CC1	/	-8	-1	11	/	-5	15	-1
O=C(Nc1ccc(F)cc1)N1CCCCN2[C@H](C1)[C@@H](c1ccc(C#Cc3ccccc3)cc1)[C@@H]2CO	/	19	-37	16	0	42	10	1
CC(=O)c1cccc(NC(=O)/C(=C\c2cccnc2)NC(=O)c2ccco2)c1	-4	4	/	-5	/	12	-28	1

Assay outcomes as filed in PubChem BioAssay.
